Screening results (PubChem BioAssay)
HT1080-NT tox: qHTS for induction of synthetic lethality in tumor cells producing 2HG: qHTS for the HT-1080-NT fibrosarcoma cell line; HT-1080-NT fibrosarcoma viability, CellTiter-Glo ATP luminescence, 48 h; Potency, µM (doses to about 46.1 µM), for inactives: at the highest dose activity, negative = less viability, usual class: cytotoxic; 360,000 compounds, 1.6% hits;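 further: NT is the 2HG producing partner of a matched IDH1 knockdown line; potency means the concentration at half of the fitted maximal effect; 0% = DMSO-treated cells and -100% = media-only wells without cells; nearly all actives have a fitted effect of over 55% in size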
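Viability of the 2HG-overproducing fibrosarcoma line after 48 hours of compound exposure at 37 degrees C was determined by luminescence with CellTiter-Glo, and concentration-effect curves were then fitted and categorized.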
SW480 rereplic: A quantitative high throughput screen for small molecules that induce DNA re-replication in SW480 colon adenocarcinoma cells. SW480 DNA re-replication, Hoechst DNA content imaging, 48 h. Potency, µM (highest dose often 46.1 µM), without a hit: top-dose re-replication activation, usual class: activators. 340,000 compounds, 1.8% hits. AID 624297, 2012; further: potency means the concentration at half of the fitted maximal effect; % of control where 0% means no effect; nearly all actives have a fitted effect of over 55% in size
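Hoechst fluorescence of nuclei (405 nm excitation, 500-530 nm emission) measured by plate-scanning imager after 48 hr compound exposure at 37 C; re-replication scored as increased number of nuclei with elevated intensity.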
HT1080 IDH1KD tx: qHTS for induction of synthetic lethality in tumor cells producing 2HG: qHTS for the HT-1080-IDH1KD cell line; HT-1080 IDH1 knockdown viability, ATP luminescence, 48 h; Potency, µM (titrated, usually from 46.1 µM), inactives show top-dose activity, negative = toxicity, actives largely listed as cytotoxic; 360,000 compounds, 2% hits;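 further: potency means the concentration at half of the fitted maximal effect; 0% = DMSO wells and -100% = cell-free medium wells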
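Using the IDH1-knockdown HT-1080 line run in the same batch and compound series as the NT line, viability after 48 h at 37 °C was determined by CellTiter-Glo luminescence and expressed as % activity.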
ATXN2 expr inh: Primary qHTS for Inhibitors of ATXN expression; 360,000 compounds, 0.72% hits; HEK-293 ATXN2-luciferase reporter, luminescence, 24 h; Potency, µM (series often up to 57 µM), inactives show top-dose activity change, negative = inhibition, usual class: inhibitors; further: potency means the concentration at half of the fitted maximal effect; on the % scale 0 is the no-effect control and ±100 the full control effect; nearly all actives have a fitted effect of over 55% in size
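ATXN2-luciferase reporter cells (luciferase flanked by upstream and downstream ATXN2 gene portions) were treated 24 h at 37 °C with compounds at up to 57 uM. SteadyGlo luminescence gave expression; GF-AFC fluorescence gave viability.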
WRN inhibitor: qHTS for Inhibitors of WRN Helicase; WRN helicase unwinding, fluorescent forked duplex, kinetic; Potency, µM (titrated, usually from 114 µM), inactives show top-dose activity change, negative = inhibition, actives largely listed as inhibitors; 360,000 compounds, 0.46% hits; Bifunctional 3'-5' exonuclease/ATP-dependent helicase WRN (Homo sapiens), Q14191; further: potency means the concentration at half of the fitted maximal effect; on the % scale 0 is the no-effect control and ±100 the full control effect; nearly all actives have a fitted effect of over 55% in size
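Kinetic red-fluorescence monitoring (525/598 nm) tracks WRN helicase activity after 100 nM fluorophore-quencher forked duplex and 2 mM ATP are added to 20 nM enzyme pretreated 15 min at room temperature with compound.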
KB-3-1 tox: qHTS assay for MDR1-selective chemotherapeutics: Primary screen using the parental adenocarcinoma cell KB-3-1. Potency, µM (titrated, usually from 46.1 µM), for the others: at the top dose activity change, negative = cytotoxic, most hits filed as cytotoxic. 400,000 compounds, 1.4% hits. KB-3-1 viability, CellTiter-Glo ATP luminescence, 72 h; further: potency means the concentration at half of the fitted maximal effect; on the % scale 0 is the no-effect control and ±100 the full control effect; nearly all actives have a fitted effect of over 60% in size
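KB-3-1 cells, DMEM (no phenol red) + 10% FBS; compound by pin transfer, 72 h, 37 °C. Readout: CellTiter-Glo luminescence after 10 min. Data normalized, curve-fitted.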
IL1B secr inh: qHTS for Inhibitors of Inflammasome Signaling: IL-1-beta AlphaLISA Primary Screen; 360,000 compounds, 4.7% hits; THP-1 LPS/ATP IL-1B secretion, AlphaLISA, 16 h; hits give low values; activity change, % at 57.5 µM; in the data active means activity change below about -50%; inconclusive means mostly about -30% to -49%; further: on the % scale 0 is the no-effect control and ±100 the full control effect
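Secreted IL-1B measured by AlphaLISA bead assay after 16 h compound exposure of THP-1 cells; compounds (final up to 57.5 uM) added 1 h before LPS (250 ng/mL) and ATP (1.25 mM) stimulation; lower signal means less secretion.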
KB-V1 MDR tox: qHTS assay for MDR1-selective chemotherapeutics: Primary screen using the drug-selected MDR subline cells KB-V1; 400,000 compounds, 3.4% hits; AID 1347076, 2019; KB-V1 MDR cells viability, CellTiter-Glo, 72 h; Potency, µM (series often up to 46.1 µM), for inactives: at the highest dose activity change, negative = cytotoxicity, hits mostly cytotoxic; further: potency means the concentration at half of the fitted maximal effect; on the % scale 0 is the no-effect control and ±100 the full control effect; nearly all actives have a fitted effect of over 60% in size
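KB-V1 MDR subline cells in DMEM (phenol-red free, 10% FBS) exposed to compounds in qHTS concentration series for 72 h at 37 degrees C. Viability read by CellTiter-Glo luminescence; concentration-effect curves fitted after normalization and correction.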
MCF10A rereplic: A quantitative high throughput screen for small molecules that induce DNA re-replication in MCF 10a normal breast cells; Potency, µM (top dose mostly 46.1 µM), for inactives: at the highest dose activity, positive = re-replication, hits mostly activators; 350,000 compounds, 2.9% hits; MCF 10A DNA re-replication, Hoechst nuclear intensity, 48 h; further: potency means the concentration at half of the fitted maximal effect; % of control where 0% means no effect; nearly all actives have a fitted effect of over 50% in size
* marks the source's active call; other numbers are inactive results; ? = inconclusive; . = not tested or not shown; [ ] = dose if it differs, or a comment. Unless noted, the call rests on the fitted dose curve; in most records, active means well fitted curve in the direction sought with a large enough effect; inconclusive means small, poorly fitted or top-dose-only effect, or another doubt; inactive means no such curve, though single readings can be large; an effect the other way counts as inactive or inconclusive.

structure	HT1080-NT tox	SW480 rereplic	HT1080 IDH1KD tx	ATXN2 expr inh	WRN inhibitor	KB-3-1 tox	IL1B secr inh	KB-V1 MDR tox	MCF10A rereplic
Cc1nc(NC(=O)CSc2ccccc2N)sc1C	0.0%	7.0%	0.0%	1.6%	1.5%	-0.3%	8.1	5.5%	6.4%
CC(C)N(CCNCC(O)COc1ccc(C(C)(C)c2ccccc2)cc1)C(C)C (centres undefined)	29.1µM*	?	?	?	-6.6%	-19.2%	-63.6*	-24.4%	?
COc1ccc(S(=O)(=O)N2CCC(C(=O)NCCC(=O)NCc3cccc(OC)c3)CC2)cc1	1.6%	-9.2%	-1.3%	4.3%	0.2%	-0.9%	12.7	?	-0.4%
CSc1c(C#N)sc(=S)n1-c1ccc(C)cc1	-18.1%	1.3%	5.7%	-31.4%[11.3 µM]	-14.4%	11.3%	-5.4	4.3%	-3.9%
O=C(COc1ncnc2ccccc12)NCC1CCCO1 (centres undefined)	-0.5%	-4.7%	11.9%	-1.7%	6.4%	-4.6%	0.0	-10.9%	-2.9%
N/C(CS(=O)(=O)c1ccccn1)=N\OC(=O)c1ccccc1Cl	2.3%	-1.5%	7.6%	46.6%[activator]	5.3%	-0.5%	.	-8.2%	-10.1%
Cn1c(=O)nc2n(Cc3ccccc3)c3ccccc3cc-2c1=O	0.5%	2.0%	5.8%	-23.9%	-0.6%	-0.1%	31.7	11.9%	?
O=C(O)CCSc1nnc(COc2cccc3cccnc23)n1-c1ccccc1	25.5%	-13.1%	2.4%	22.6%	4.5%	10.5%	12.8	0.0%	-10.4%
COc1ccc(/C=N/Nc2nc(Nc3ccccc3)nc(N3CCCC3)n2)cc1	-7.0%	5.0%	7.0%	-31.8%	2.5%	-2.8%	-10.4	-15.6%	8.6%
CC(C)c1ccc2c(c1)C(c1ccc(N3CCOCC3)cc1)=NNC(c1cccs1)=N2	8.6%	3.1%	-2.2%	26.4%	-21.1%	-23.0%	-1.9	-5.0%	3.5%
CCCCCC(=O)NC(=S)Nc1cccc(C(C)=O)c1	-3.1%	-5.0%	1.0%	-5.9%	-5.1%	17.1%	-12.8	6.7%	7.7%
Cc1ccc(S(=O)(=O)Nn2c(O)c(C=C3N=c4ccccc4=N3)sc2=S)cc1	-4.5%	-1.3%	-11.9%	-5.3%	-14.3%	22.3%	6.3	3.0%	7.3%
O=C(Nc1ccccc1F)Nc1cc(S(=O)(=O)N2CCOCC2)ccc1N1CCCC1	-1.0%	-1.6%	0.7%	-9.1%	-6.0%	8.7%	-19.5	-13.0%	-2.5%
O=C1CC(c2cccc(Cl)c2)CC(O)=C1C=NC1CCCC1 (centres undefined)	-2.3%	1.3%	8.2%	-7.6%	-26.9%	6.3%	-12.2	20.6µM*	?
Cn1c(=O)c2cc(NC(=O)OCCF)ccc2n1Cc1cccc(C(F)(F)F)c1	20.1%	.	4.4%	-8.7%	0.2%	-3.1%	-14.1	0.0%	.
CC1CC(C)CN(CCCNC(=O)Cn2ncn3cccc3c2=O)C1 (centres undefined)	0.8%	-1.2%	4.9%	4.6%	2.1%	15.9%	3.1	1.0%	3.5%
O=C(COC(=O)C12CC3CC(CC(C3)C1)C2)NCCCc1ccccc1	14.6%	?	24.4%	-3.7%	-9.5%	4.7%	24.5	-9.4%	?
CN(C(=O)CS(=O)(=O)c1cn(CC(=O)N2CCCC2)c2ccccc12)c1ccccc1	-0.3%	-10.6%	-2.9%	-7.8%	5.2%	2.6%	-7.5	9.0%	-0.2%
O=S(=O)(NC(=S)c1ccccc1)c1ccccc1	?	-7.7%	24.2%	-0.4%	-3.9%	?	15.1	0.0%	0.9%
COc1ccccc1CNc1nc(NCc2ccccc2)nc2ccsc12	25.9µM*	.	18.4µM*	?	-11.6%	-6.9%	-100.3*	-27.1%	.
CCCCC1CC(=O)NC1(C(=O)OCC)C(=O)OCC (centres undefined)	7.0%	1.4%	-0.1%	1.8%	?	0.8%	?	0.0%	-1.0%
COc1cccc(C2=NOC(C(=O)NC3CCCCC3)C2)c1 (centres undefined)	21.9%	-1.6%	?	7.7%	12.9%	19.0%	0.1	-6.6%	2.8%
Cc1ccccc1NC(=O)CSc1nnc(Cc2cccn2C)n1-c1ccc(F)cc1	6.5%	-1.7%	1.6%	-1.6%	1.9%	0.4%	-6.3	17.0%	3.3%
c1ccc(CN2OCC3Cn4c(nc5ccccc54)C32)cc1 (centres undefined)	6.1%	1.9%[9.22 µM]	4.5%	0.3%	-2.2%	9.2%	21.3	-9.2%	-8.4%
COc1cc(C(=O)Oc2ccccc2N)cc(OC)c1OC	3.1%	-2.8%	9.9%	-3.9%	-0.1%	-3.8%	-17.0	-4.5%	2.3%
O=c1[nH]nc(Sc2ncnc3sccc23)n1CCc1ccccc1	18.4µM*	27.9%	?	-6.8%	-31.4%	?	?	0.0%	?
COc1ccc(CNC(=O)C(=O)NCC2CCCO2)cc1 (centres undefined)	10.0%	-27.1%	11.4%	6.6%	1.8%	18.4µM*	3.2	4.9%	?
CC(On1c(-c2ccccc2)nc2ccc(Cl)cc21)C(=O)O (centres undefined)	0.0%	-1.1%	-6.6%	48.2%[activator]	-5.1%	-12.3%	-0.6	28.4%	1.4%
COc1cc(C2NC(=O)CCC2[N+](=O)[O-])cc(Br)c1OC (centres undefined)	11.7%	-1.1%	2.4%	-23.9%	4.5%	1.5%	5.6	1.4%	2.3%
O=C(Nc1ccccc1-c1ccccc1)C1CCCC1	?	?	?	-6.4%	0.5%	7.31µM*	11.6	?	13µM*
O=C(NCc1cccc2ccsc12)c1cccs1	11.3%	-6.6%	8.8%	13.3%	-8.4%	-7.5%	-17.1	-6.4%	?
Cc1c(NS(=O)(=O)c2ccc(C(=O)NCc3ccccc3)cc2)c(=O)n(-c2ccccc2)n1C	-2.0%	3.0%	7.6%	-2.8%	-4.6%	17.3%	19.0	0.0%	23.1%
CCN1C[C@@H]2[C@@H]3C(=O)N(Cc4ccccc4)C(=O)[C@@H]3[C@](CC)(C1=O)N2C(=O)c1ccc(C(C)(C)C)cc1	-0.2%	-1.5%	0.0%	-6.4%	4.9%	0.8%	23.4	6.4%	12.5%
Cc1c(O)c(=O)n(-c2ccccc2)n1C	27.7%	-4.2%	13.6%	6.3%	7.6%	0.0%	10.6	-1.2%	-22.0%
CCOC(=O)C1=C(C)N=c2s/c(=C/c3ccc(OCC(=O)O)cc3)c(=O)n2C1c1ccc(OC)cc1OC (centres undefined)	5.7%	-1.1%	11.9%	.	-6.5%	2.2%	29.0	17.5%	-2.7%
CN(C)CCCNc1nc2cc(-c3cncnc3)sc2c(=O)n1C	8.4%	.	23.2%	-13.7%	19.7%[57.1 µM]	1.9%	-0.7	-3.8%	.
CCOC(=O)c1c(NC(=O)CSc2nnc(CNC(=O)c3ccco3)n2C)sc2c1CCC2	-2.0%	4.1%	-20.4%	-5.4%	-13.8%	2.4%	-5.3	20.6µM*	5.8%
CCSCCNC(=O)c1cc(-n2cnnc2)ccc1Cl	1.1%	-0.9%	4.4%	3.5%	3.4%	-12.1%	0.3	13.9%	-0.3%
CCCC1OC(c2cc3c(cc2Cl)OCO3)OCC1CC (centres undefined)	?	21.8%	-28.7%	-14.4%	7.3%	-0.5%	11.2	6.6%	2.1%
CC(=O)Nc1ccc(OCC(O)Cn2c(C)nc3ccccc32)cc1 (centres undefined)	-4.3%	1.0%	-4.9%	-2.1%	-8.5%	-7.4%	13.4	10.8%	24.8%
Cn1c(=O)oc2cc(S(=O)(=O)N3CCCC(C(=O)NCC4COc5ccccc5O4)C3)ccc21 (centres undefined)	-1.4%	16.4%	-7.6%	-15.9%	-10.3%	-15.9%	-14.4	5.6%	-0.8%
COC(=O)c1ccc(OCC(=O)c2cccc(OC)c2)cc1	3.7%	-3.5%	8.9%	25.9%	2.8%	3.8%	25.2	-14.8%	0.1%
CCCn1c(Cc2ccccc2)n[nH]c1=S	3.8%	4.0%	7.8%	-2.4%	5.1%	1.5%	22.0	21.0%	-3.7%

Retrieved by compound from the list above (2):
structure	HT1080-NT tox	SW480 rereplic	HT1080 IDH1KD tx	ATXN2 expr inh	WRN inhibitor	KB-3-1 tox	IL1B secr inh	KB-V1 MDR tox	MCF10A rereplic
O=C(COC(=O)C12CC3CC(CC(C3)C1)C2)NCCCc1ccccc1	14.6%	?	24.4%	-3.7%	-9.5%	4.7%	24.5	-9.4%	?
Cc1c(O)c(=O)n(-c2ccccc2)n1C	27.7%	-4.2%	13.6%	6.3%	7.6%	0.0%	10.6	-1.2%	-22.0%

A few values from the results shown.
`CCCC1OC(c2cc3c(cc2Cl)OCO3)OCC1CC` (centres undefined) – ATXN2 expr inh = -14.4%
`COc1ccccc1CNc1nc(NCc2ccccc2)nc2ccsc12` – HT1080 IDH1KD tx = 18.4µM*
`Cn1c(=O)oc2cc(S(=O)(=O)N3CCCC(C(=O)NCC4COc5ccccc5O4)C3)ccc21` (centres undefined) – IL1B secr inh = -14.4
`CN(C(=O)CS(=O)(=O)c1cn(CC(=O)N2CCCC2)c2ccccc12)c1ccccc1` – HT1080-NT tox = -0.3%
